Assay outcomes (PubChem BioAssay)
Rad51 HR inh: blocks human Rad51 in homologous recombination; 0.085% of 200,000 active; hRad51 DNA strand exchange, fluorescence dequenching; AID 1385; inhibition, % at 10 µM; Q06609;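 active means inhibition above 40% at the single screening dose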;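 further: 0% = DMSO control wells and 100% = blanks with heterologous ssDNA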
Target sequence (Q06609 whole entry, looked up): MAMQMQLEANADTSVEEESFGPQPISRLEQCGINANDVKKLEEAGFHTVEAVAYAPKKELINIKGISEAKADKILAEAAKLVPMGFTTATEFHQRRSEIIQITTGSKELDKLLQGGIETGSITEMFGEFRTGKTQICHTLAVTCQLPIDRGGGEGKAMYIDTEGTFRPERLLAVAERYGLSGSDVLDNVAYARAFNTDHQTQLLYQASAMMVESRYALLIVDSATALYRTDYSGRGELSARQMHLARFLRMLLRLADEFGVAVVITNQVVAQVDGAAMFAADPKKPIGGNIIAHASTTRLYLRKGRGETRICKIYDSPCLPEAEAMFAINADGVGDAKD
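System: hRad51 filaments on single-stranded DNA; reagent: Fluorescein- and BHQ1-tagged 47-mer duplex; compound dosing: one concentration, 10 µM final; timing: filaments 15 min 37 °C, then compound 30 min; measured by: fluorescein emission 520 nm, excitation 485 nm; benchmarks: per-plate controls and blanks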
p47phox inh: inhibitors of human p47phox binding; p47phox/p22phox peptide binding, fluorescence polarization, 2 h; 0.53% of 220,000 active; AID 1274; P14598; inhibition, % at 24.7 µM;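 further: 0% = p47phox with labelled peptide and 100% = labelled peptide alone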
Furin inh: inhibitors of human furin; purified furin, fluorogenic substrate cleavage; 0.061% of 220,000 active; AID 463115; inhibition, % at 30 µM; in the data active means inhibition above about 25%; further: inactives centre near -15
eIF4E 4G PPI: inhibitors of eIF4E and eIF4G interaction in translation initiation | 0.37% of 220,000 active | AID 782 | inhibition, % at 21.7 µM | TR-FRET eIF4E-eIF4GI(517-606) binding, 2 h;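 further: 0% = full FRET control wells and 100% = background wells lacking eIF4GI fragment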
Thrombin inh: blocks human thrombin protease activity. P00734. inhibition, % at 5 µM. alpha-thrombin, Boc-VPR-AMC fluorogenic substrate cleavage. AID 1046. 0.26% of 220,000 active;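 active means inhibition at or above 40%; inactive means inhibition below 40%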;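 further: 0% = enzyme with no compound and 100% = wells without enzyme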
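System – human alpha-thrombin protein · Reagent – Boc-VPR-AMC substrate, 15 µM final · Compound – 5 µM single dose in 0.2% DMSO · Schedule – reaction at room temperature · Technique – AMC fluorescence at 355 nm excitation and 460 nm emission · Read-out basis – % inhibition relative to enzyme controls and enzyme-free blanks · Control set – no-compound enzyme wells and no-enzyme blanks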
EBV gp42 block: EBV gp42 inhibition | Q1HVG2 | Fluorescence polarization binding assay, mP read-out | inhibition, % (tested at 21.74 µM) | 0.42% of 220,000 active; in the data active means inhibition above about 50%
Target sequence (Q1HVG2 whole entry, looked up): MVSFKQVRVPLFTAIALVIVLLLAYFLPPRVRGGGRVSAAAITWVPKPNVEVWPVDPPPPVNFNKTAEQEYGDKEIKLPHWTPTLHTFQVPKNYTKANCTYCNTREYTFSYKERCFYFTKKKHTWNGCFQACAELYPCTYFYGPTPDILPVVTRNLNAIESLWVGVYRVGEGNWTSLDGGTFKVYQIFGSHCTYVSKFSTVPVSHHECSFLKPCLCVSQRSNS
KLK5 inh: inhibitors of human kallikrein 5 | recombinant hK5, fluorogenic AMC substrate cleavage | AID 873 | inhibition, % at 5 µM | 0.59% of 210,000 active | Q9Y337;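 active means inhibition of 40% or more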;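 further: 0% = enzyme controls without compound and 100% = no-enzyme blanks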
Target sequence (Q9Y337 67-293 limits assumed): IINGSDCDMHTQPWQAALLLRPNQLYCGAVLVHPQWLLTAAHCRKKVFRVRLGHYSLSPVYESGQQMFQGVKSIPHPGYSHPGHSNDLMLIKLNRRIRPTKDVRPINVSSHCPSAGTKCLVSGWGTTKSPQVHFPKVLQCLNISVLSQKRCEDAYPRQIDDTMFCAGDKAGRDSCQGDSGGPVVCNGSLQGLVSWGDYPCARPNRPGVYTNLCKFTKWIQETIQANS
14-3-3 Bad inh: disrupts binding of bovine 14-3-3 zeta to phospho-Bad peptide; P63103; TR-FRET 14-3-3zeta/Dy647-pBad peptide displacement, 1 h; inhibition, % at 21.7 µM; 0.71% of 220,000 active; AID 781;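 active means inhibition above about 70%, limit read from the data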;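 further: 0% = full 14-3-3 plus peptide FRET controls and 100% = background without 14-3-3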
Target sequence (P63103 whole entry, looked up): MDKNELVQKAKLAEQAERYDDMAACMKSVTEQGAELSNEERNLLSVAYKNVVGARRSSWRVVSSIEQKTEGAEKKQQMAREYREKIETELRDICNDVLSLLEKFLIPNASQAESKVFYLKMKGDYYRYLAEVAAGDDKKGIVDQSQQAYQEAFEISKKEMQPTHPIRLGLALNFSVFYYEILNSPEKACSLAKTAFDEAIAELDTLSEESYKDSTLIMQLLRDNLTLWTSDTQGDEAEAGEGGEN
KCC2 mod: modulators of human KCC2 chloride dependent transport | KCC2 cells, thallium flux FluoZin-2 fluorescence | B-score of Tl+ flux slope (higher = more flux/activation; lower = inhibition) at 10 µM | 2.2% of 190,000 active;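 active means thallium flux slope and its plate-corrected score both differing from the plate sample mean at a set confidence after two filtering rounds, in either direction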;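 further: slope of fluorescence scaled to starting intensity during 10 to 20 s after thallium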
An asterisk follows results filed as active; x = not tested or not shown; [ ] = another dose, or the depositor's remark.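 How the source made its calls, unless noted: active means inhibition above about 30% (limit read from the data); inactive means the rest.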 Hits appear at their usual frequency; about 4.7% have a hit in one of these screens.

SMILES	Rad51 HR inh	p47phox inh	Furin inh	eIF4E 4G PPI	Thrombin inh	EBV gp42 block	KLK5 inh	14-3-3 Bad inh	KCC2 mod
COc1ccc(COC(=O)NNC(=O)c2ccccc2Cl)cc1	2	14	-17[20 µM]	-2	-4	-15	-8	10	0.67
Cc1ccc(NC(=O)CSc2nnc(N)s2)c([N+](=O)[O-])c1	4	13	-17	-1	2	-10	-2	5	0.16
CCOC(=O)C1C(=O)NC(c2ccccc2)=NC1c1ccc(C(C)C)cc1 (centres undefined)	5	1	-10	2	-6	-10	2	-15[fluorescence artefact?]	-0.43
Cc1ccc2nc(C(=O)N3CCc4c([nH]c5ccccc45)C3c3ccccn3)cn2c1 (centres undefined)	0	5	-22	1	14	-1	-2	-13	-1.4
CCOC(=O)N1CCC(NC(=O)c2cccnc2SC)CC1	0	1	-10	4	-5	8	8	-5	0.86
CC(=O)Nc1cccc(-c2nnc3c4ccccc4c(C)nn23)c1	9	18	-22	-2	-10	-12	2	-6	x
CCNC(=O)NC(=O)C(C)OC(=O)CCS(=O)(=O)c1ccc(C)cc1 (centres undefined)	7	-7	-20	-3	-14	-7	-1	-3	x
c1ccc(-c2csc3ncn4cnnc4c23)cc1	3	-13	-20	0	0	-20	-1	-6	x
Cc1ccc(-c2csc(C(C#N)=C3CCCC3)n2)cc1	3	-22	-7[20 µM]	3	-5	-11	6	-4	0.98
O=C(NCc1ccc2c(c1)OCO2)Nc1ccc2ccccc2c1	14	-10	-20	-1	3	-18	5	2	-0.12
COc1ccc(CNC(=O)C2CC=CCC2C(=O)O)cc1OC (centres undefined)	-8	-6	-21[20 µM]	4	4	-24	-7	7	-1
CC(C)Cc1nc2sc3c(=O)[nH]cnc3c2c2c1CCC2	-34	-16	-10	22	-9	-34	-12	4	-0.048

One compound at a time, as listed above. Order of screens: Rad51 HR inh | p47phox inh | Furin inh | eIF4E 4G PPI | Thrombin inh | EBV gp42 block | KLK5 inh | 14-3-3 Bad inh | KCC2 mod
Cc1ccc(NC(=O)CSc2nnc(N)s2)c([N+](=O)[O-])c1 in the list: 4 | 13 | -17 | -1 | 2 | -10 | -2 | 5 | 0.16
COc1ccc(CNC(=O)C2CC=CCC2C(=O)O)cc1OC (centres undefined) in the list: -8 | -6 | -21[20 µM] | 4 | 4 | -24 | -7 | 7 | -1
CC(=O)Nc1cccc(-c2nnc3c4ccccc4c(C)nn23)c1 in the list: 9 | 18 | -22 | -2 | -10 | -12 | 2 | -6 | x
Cc1ccc2nc(C(=O)N3CCc4c([nH]c5ccccc45)C3c3ccccn3)cn2c1 (centres undefined) in the list: 0 | 5 | -22 | 1 | 14 | -1 | -2 | -13 | -1.4

Following part:
SMILES	Rad51 HR inh	p47phox inh	Furin inh	eIF4E 4G PPI	Thrombin inh	EBV gp42 block	KLK5 inh	14-3-3 Bad inh	KCC2 mod
COc1ccc(/C=C/C(=O)Nc2cc(C(F)(F)F)ccc2Cl)cc1OC	5	-15	-19	0[fluorescence artefact?]	2	8	-4	10[fluorescence artefact?]	-0.43
CSc1nc(N2CCOCC2)cc(N2CCOCC2)n1	6	0	-16	-4	7	-2	-3	-7	-0.033
CN(C)c1nc2ccccc2n(C)c1=O	14	-15	-24	1	-3	-10	1	-7	-0.5
COc1ccc(-c2nsc(SCC(=O)NCc3ccc4c(c3)OCO4)n2)cc1	-3	-6	-5	-4	-9	-23	-3	-4[fluorescence artefact?]	0.055
Cc1noc(C)c1COC(=O)c1cc(F)c(F)cc1Cl	9	-21	9	-2[fluorescence artefact?]	-3	-23	1	-3	-0.98
O=C(c1cnn2cccnc12)N1CCN(Cc2ccc3c(c2)OCO3)CC1	2	2	-19[20 µM]	-4	2	6	15	7	0.27
CC(C(=O)c1ccc(Br)cc1)[n+]1cccc(NC(=O)c2ccccc2)c1 (centres undefined)	x	15	-14	0	2	-2	-4	-13	0.74
C=CCn1c(SCc2nc3sc(C(=O)O)c(C)c3c(=O)[nH]2)nnc1-c1ccc(F)cc1	-31	-4	-9	4	-3	-2	-1	-4	0.39
CSc1ccc(CN(C)Cc2nc3ccccc3c(=O)[nH]2)cc1	-6	-11	-18	-1	-1	-14	8	10	-0.41
COc1ccc(-n2nc(C(=O)Nc3ccc4c(c3)OCO4)c3ccccc3c2=O)c(OC)c1	3	21	-14	3	-4	-3	9	19	-0.017
CC(C(=O)Nc1cccc(S(=O)(=O)N2CCOCC2)c1)N1CCN(c2ccc(F)cc2)CC1 (centres undefined)	30	-9	-18	1	-1	-6	-14	-6	-0.45
CCOc1cccc2sc(N(CCN(CC)CC)C(=O)c3cccc([N+](=O)[O-])c3)nc12	-2	1	-32	2	-4	-6	-2	0	0.0071
Cc1ccc(-c2nnn(CC(=O)N3CCCCC3)n2)c(-n2cnnn2)c1	-3	1	-21	7	1	-9	-6	-4	x
C/C(=N\O)C(=O)C(CN1CCCCC1)CN1CCCCC1	-1	-4	-16[20 µM]	-3[fluorescence artefact?]	-3	-17	-19	3	0.017
O=C(COc1ccc(C(=S)N2CCC(Cc3ccccc3)CC2)cc1)N1CCOCC1	x	-4	-19	-1	-5	7	x	0	-1.4
Cc1ccc(C)c(N2CCN(C(=O)c3cc(S(=O)(=O)N4CCOCC4)ccc3F)CC2)c1	-6	-13	-20	3	-3	-9	-6	1	-0.24
O=C(c1sccc1Br)N1CCN(Cc2ccc3c(c2)OCO3)CC1	6	1	-13	-5	-5	9	-5	-11	0.72
O=C(Oc1ccccc1N1C(=O)CCC1=O)c1ccco1	-7	-5	-20	-1	0	-5	8	-3	0.65
O=C(O)CCCNc1cc(N2CCC3(CC2)OCCO3)c2noc3c2c1C(=O)c1ccccc1-3	x	29	-4	19[fluorescence artefact?]	3	13	-66	-13[fluorescence artefact?]	x
Cc1cc(C)c(NC(=O)NC(=O)c2ccc(F)cc2)c(C)n1	0	-10	-6	-4[fluorescence artefact?]	3	-14	4	8[fluorescence artefact?]	0.15
Cc1nc2cc(NC(=O)N3CCCCC3)ccc2n1C	-3	-14	-7[20 µM]	2	-3	-6	-12	-7	-0.74
Nc1nc2n(n1)C(c1ccc(F)cc1)CC(c1ccc(F)cc1)N2 (centres undefined)	0	-13	-16	6	2	-2	-5	-6	0.67
COc1cc(/C=N/NC(=O)c2c(C)nnn2-c2nonc2N)ccc1O	0	-4	-31	3	-5	10	-3	-15	4.7*
Cc1sc2nc3n(c(=O)c2c1C)NC(=O)CC3	-3	-3	-14[20 µM]	-6	5	-13	13	-9	-0.32
Cc1ccc(C(=O)N/N=C2\CCc3ccccc32)c(C)c1	x	-15	-9	4	-7	-2	-29	-6	-0.0029
O=C(O)c1ccc2c(c1)C(=O)N(c1ncccn1)C2=O	x	-6	-9	1[fluorescence artefact?]	2	0	-15	6	-0.11
CC(=O)c1c(N=CN(C)C)nc(C)nc1-c1ccccc1	x	0	3	-5	3	-5	-6	-3	0.69
O=C(NCc1ccccc1)c1ccc(Br)o1	-2	-12	-17	-2	2	2	-6	-9	-0.082
CN1C(=O)/C(=C/C=C2/CCCN2C)N(C)C1=S	-19	0	-9	6	1	-190	4	-7	0.83
COc1cc(COc2ccc3c(C)c(Cc4ccccc4)c(=O)oc3c2C)cc(OC)c1OC	1	-12	-12[20 µM]	2	-2	-11	4	-4	0.71
Cc1ccc2cc3cc(C(=O)N4CCCCCC4)oc3nc2c1	x	0	-2	3	4	-4	-5	-13	-0.22
COc1ccc(/C=N/NC(=S)Nc2ccccc2)cc1COc1ccc(Br)cc1	6	-12	-26	-5	-11	12	-6	-6	0.38
COc1ccc(S(=O)(=O)N(CC(=O)N/N=C/c2cccs2)c2cc(C)cc(C)c2)cc1OC	-6	-16	-23[20 µM]	-2	-4	-7	-6	7	x
Cc1ccc(-n2c(C)nn(-c3ncc(C(F)(F)F)cc3Cl)c2=O)cc1	0	2	1[20 µM]	8	4	-17	-1	2	0.45
O=C(Nc1cccc([N+](=O)[O-])c1)C1C2/C=C\CCCCC21 (centres undefined)	2	-6	-23	-1	1	-9	-26	3	0.044
CCOc1ccccc1NC(=O)Cn1c(=O)sc2ccccc21	-1	-4	-24	2	-3	-11	5	-5	x
CCCOc1ccc(C(=O)OCC(=O)c2c(N)n(C)c(=O)n(C)c2=O)cc1OCC	10	-7	-21	2	-5	16	0	0	-0.036
CCc1nccn1S(=O)(=O)c1cc(C)c(OC)cc1C	5	-3	-19[20 µM]	0[fluorescence artefact?]	4	-3	0	6	0.41
CCN(CC)S(=O)(=O)c1ccc(Cc2ncc(C(F)(F)F)cc2Cl)s1	-6	-4	-18[20 µM]	2	-7	7	6	10	x
CCCC(=O)Nc1nnc(SCC(=O)NCc2ccco2)s1	-4	1	-9	3	-17	6	-13	-4	-0.36
COc1ccc(NC(=O)CO/N=C(\C)c2cccs2)cc1	1	-7	-15	2	-5	-6	2	-6	-1.4
C=CCN1C(=O)C2C(C(=O)NC3CCCCC3)C3C=CC2(O3)C1C(=O)NC1CCCC1 (centres undefined)	6	-19	-18	2	-2	-24	3	30	1.2
CC(C)OCCCNC(=O)CCc1nc(-c2ccccc2)no1	3	-7	-3	-1	1	-30	-23	-10	1.1
CCC(/C=N/NC(=O)C(N)=O)CC	1	-10	-18	1	-5	-16	-12	10	-0.33
Cc1ccc2cc(C(c3nnnn3C(C)(C)C)N3CCCCCC3)c(=O)[nH]c2c1 (centres undefined)	-1	3	-14	3	3	-2	-9	0	x
O=c1[nH]c(N/N=C/c2ccc(O)cc2)nc2ccccc12	x	-39	2	4	-5	4	-30	-2[fluorescence artefact?]	-0.64
CC(C)CCN1CCN(Cc2ccon2)CC1CCO (centres undefined)	x	-1	-9	1	-2	-3	x	-5	-0.13
Cc1cc(C)n(-c2cccc(Cl)c2)c(=O)c1C#N	0	2	-2	0	-6	-1	3	-1	0.91
Cc1cc(C)nc(SCc2nnc(SCC(=O)Nc3nccs3)n2C)n1	-3	-5	-11[20 µM]	2	4	0	-3	-9	x
O=C(Nc1cccc2ccccc12)NC1CCS(=O)(=O)C1 (centres undefined)	12	2	-18	5	0	-17	-3	-2	-0.26
CC(C)CCN1CCN(C/C=C/c2ccco2)CC1CCO (centres undefined)	x	-5	-23	0	-1	1	x	0	0.74
Cc1ccc(C)c(CS(=O)(=O)c2cn(CC(=O)N3CCCCC3)c3ccccc23)c1	-4	-8	-22	0	-3	-14	-4	0[fluorescence artefact?]	-1.7
COC(=O)/C=C1\C(=O)N(c2nc3ccccc3s2)C(=S)N1c1ccc(F)cc1	5	1	-19[20 µM]	-10	-2	-25	-1	-14	x
COC(=O)c1[nH]c2ccccc2c1NC(=O)CNC1CCCCC1	2	-8	-29	3	3	-19	-1	9	-0.29
Cc1cc(C)cc(NC(=O)CSc2ccc(-c3cccs3)nn2)c1	4	-17	-10	5	-1	-33	-4	-2	-1.3
Cc1cc(C)c2nc(SCC(=O)N(C)C3CCS(=O)(=O)C3)cc(C)c2c1 (centres undefined)	-12	-4	-6	-2	-9	5	-7	-14	1.1
Cc1ccc(C(C(=O)NC2CCCCC2)N2CCN(C(=O)c3ccco3)CC2)cc1 (centres undefined)	3	-3	-23[20 µM]	-9	3	1	1	-6	0.15
CCN(CC)CCCN1C(=O)CSC1c1ccc([N+](=O)[O-])cc1 (centres undefined)	-2	5	-5	2	-6	-39	0	-7	0.8

Records above that bear a hit mark in KCC2 mod:
SMILES	Rad51 HR inh	p47phox inh	Furin inh	eIF4E 4G PPI	Thrombin inh	EBV gp42 block	KLK5 inh	14-3-3 Bad inh	KCC2 mod
COc1cc(/C=N/NC(=O)c2c(C)nnn2-c2nonc2N)ccc1O	0	-4	-31	3	-5	10	-3	-15	4.7*
